Source: PubChem (Sanford-Burnham Center for Chemical Genomics)
PfG6PD inh = PfG6PD (Plasmodium falciparum) enzyme inhibition. PfGluPho enzyme, NADPH resazurin-diaphorase fluorescence. inhibition, % at 20 µM. hit rate 0.78% among 350,000;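 active = inhibition reaching at least a set limit at 20 µM in the primary screen, cut at about 59% in these data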;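 note: 0% = DMSO wells with substrate and 100% = DMSO wells lacking glucose-6-phosphate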
MPTP inh = blocks calcium-induced mitochondrial swelling. isolated mouse mitochondria, Ca2+ swelling absorbance, 30 min. inhibition, % at 10 µM. hit rate 1.4% among 360,000. AID 602449;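 active = inhibition of 50% or more, scaled per plate between neutral and stimulator controls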;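 note: 0% = DMSO wells given calcium and 100% = 1 mM EGTA wells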
SENP8 block = blocks human SENP8 cleavage of Nedd8 substrate | Q96LD8 | recombinant SENP8, Nedd8 substrate fluorescence | inhibition, % at 20 µM | hit rate 0.64% among 360,000 | AID 602440; in the data active = inhibition mostly above about 40%, no sharp cut-off; inactive = mostly below about 27%
Target sequence (Q96LD8 whole entry, looked up): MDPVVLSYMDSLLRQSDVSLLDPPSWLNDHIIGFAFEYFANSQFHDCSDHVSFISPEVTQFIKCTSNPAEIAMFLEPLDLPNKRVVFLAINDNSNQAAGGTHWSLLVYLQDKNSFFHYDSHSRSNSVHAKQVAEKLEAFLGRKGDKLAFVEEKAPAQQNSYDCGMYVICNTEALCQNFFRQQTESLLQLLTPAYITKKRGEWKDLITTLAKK
Numbers without * were called inactive. A portion of the library; count on the stated rates, not on these rows.

Compound	PfG6PD inh	MPTP inh	SENP8 block
Cc1ccc(S(=O)(=O)N(C)C[C@H]2Oc3cc(C#Cc4ccccc4)ccc3S(=O)(=O)N([C@H](C)CO)C[C@@H]2C)cc1	17	-0.4	-153
C=C(C)c1cccc(C(C)(C)NC(=O)N2CCN(C(=O)OCC)CC2)c1	-14	-2.0	12
CN(C)S(=O)(=O)c1cccc(NC(=O)C2CCCN(C(=O)c3ccc(Cl)cc3)C2)c1 (configuration not stated)	1	3.1	0
COc1ccc([C@H]2C[C@H](n3cc(C4CC4)nn3)[C@@H](O)CN2CC2CCCCC2)cc1	5	-1.4	-9
CCN(CC)c1ccc(C(=O)NNC(=O)Cn2c(=O)cnc3ccccc32)cc1	-9	0.0	-11
COc1ccc([C@H]2N[C@]3(CCCN(Cc4ccc(C(F)(F)F)cc4)C3=O)[C@H]3C(=O)N(Cc4ccccc4)C(=O)[C@@H]23)cc1	29	-0.9	3
Cc1ccccc1Nc1nn2c(=O)c3ccc(C(=O)N4CCCC(C)C4)cc3nc2s1 (configuration not stated)	-8	1.2	-302
O=C(CN1C(=O)NC2(CCc3ccccc32)C1=O)Nc1ccc(Cl)cc1F (configuration not stated)	0	-0.4	0
CCCCN1C(=O)C(CC(=O)NCCc2ccccn2)CC(C(=O)N(C(C)C)C(C)C)=C1C (configuration not stated)	-40	0.6	-1
Cc1ccc(OC(=O)N(C)C[C@@H]2OCc3cn(nn3)CCCC(=O)N([C@@H](C)CO)C[C@H]2C)cc1	5	-1.8	2
COc1cc(C=NNC(=S)Nc2ccc(S(=O)(=O)N3CCCCC3)cc2)cc(OC)c1OC	12	0.8	8
CC1=C(C(=O)N2CCOCC2)CC(CC(=O)NCc2cccc3ccccc23)C(=O)N1CCC1=CCCCC1 (configuration not stated)	1	-2.5	12
CCCn1c(N)c(C(=O)CSc2nnc(Cc3cccs3)n2C2CC2)c(=O)[nH]c1=O	11	0.6	15
CC(=O)Nc1cccc(/C(C)=N/NC(=O)c2cccc(S(=O)(=O)N3CCCC3)c2)c1	6	1.3	10
CC1(C)CC(=O)C=C(C(=O)N2CCCC(C(=O)c3cc(F)ccc3F)C2)O1 (configuration not stated)	-4	0.9	-19
COc1cc(N(C(C)=O)c2ccc(O)c(C(=O)O)c2)c2ncccc2c1	14	0.3	44*
O=C1CC[C@@H](C(=O)N2CSC[C@@H]2C(=O)Nc2ccc(C(F)(F)F)cc2)N1	5	2.7	15
CC(CN1CCN(CCOCCO)CC1)CN1c2ccccc2Sc2ccc(Cl)cc21 (configuration not stated)	29	-1.5	-18
C[C@@H]1CN([C@H](C)CO)C(=O)CCCn2nncc2CO[C@@H]1CN(C)C(=O)NC1CCCCC1	-2	-0.2	11
O=C(NCC(=O)N1CCN(C(c2ccccc2)c2ccccc2)CC1)c1ccccc1Br	-6	-3.3	12
O=C(C1CCCCC1)N1C[C@@H](O)[C@H](n2cc(-c3ccc(F)cc3)nn2)C[C@@H]1c1ccccc1	11	-0.9	-2
CC1(C)N=C(N)N=C(N)N1c1cccc(CC(=O)Nc2ccccc2)c1	-24	-0.3	7
CC1=C(C(=O)N(C)C)CC(CC(=O)NC2CCCCC2)C(=O)N1Cc1ccccc1 (configuration not stated)	1	-1.0	13
c1ccc(-c2nnc3oc(-c4cccs4)nn23)cc1	0	-0.8	3
COc1cccc(CNC(=O)COC(=O)c2ccc(N3CCCC3=O)cc2)c1	-4	-0.6	6
CCCCOc1ccc(C(=O)NCC(=O)N2CCN(C/C=C/c3ccccc3)CC2)cc1	0	1.0	24
CCN(CC)C(=O)C(C)N1c2cccc3cccc(c23)S1(=O)=O (configuration not stated)	21	1.8	-469
CCCCCCN1C[C@H](O)[C@@H](n2cc(COC(=O)c3ccccc3)nn2)C[C@@H]1c1ccc(C)cc1	35	0.2	10
CN1C(=O)[C@H]2[C@@H](c3ccc(C(F)(F)F)cc3)N[C@]3(CCCN(Cc4cccn4C)C3=O)[C@H]2C1=O	6	0.9	9
CCOc1ccccc1NC(=O)C(OC(=O)c1cnc(C)cn1)c1ccccc1 (configuration not stated)	11	-1.1	14
COCCCN1C(=O)C(CC(=O)NC(c2ccccc2)c2ccccc2)CC(C(=O)N(C)C)=C1C (configuration not stated)	-9	0.5	9
COc1cccc(NC(=O)c2cnc(NS(=O)(=O)c3ccccc3)nc2)c1	-2	-0.8	5
CCN(CC)CCNc1cccc2sc3ccccc3c(=O)c12	-14	0.8	44*
Nc1nc(N)c2c(n1)CN(Cc1ccc(Cl)cc1)C2	19	0.3	-327
C[C@@H]1CN([C@@H](C)CO)S(=O)(=O)c2ccc(C#Cc3cccc(F)c3)cc2O[C@@H]1CN(C)CC1CC1	14	-0.7	-32
CCC(Sc1nc2ccsc2c(=O)n1Cc1ccc(C(=O)O)cc1)C(=O)Nc1cccc(OC)c1 (configuration not stated)	0	-0.2	12
CCN(CC)C(=O)C1=C(C)N(Cc2ccc(OC)cc2)C(=O)C(CC(=O)NC2CCCC2)C1 (configuration not stated)	4	-0.8	4
Cc1ccc(S(=O)(=O)N2C[C@]3(O)C[C@@H]4C(=O)N(c5ccccc5)C(=O)[C@@H]4C[C@]3(OC(=O)NC3CC3)C2)cc1	-3	-2.3	6
CC(C)Oc1ccc(S(=O)(=O)N2CCOCC2)cc1NC(=O)CSc1nnc(C2CC2)n1C	6	-0.3	4
COc1cc(NS(=O)(=O)c2ccc(-n3cccn3)cc2)cc(OC)c1	-8	60*	-8
Cc1ccc([C@H]2C[C@H](n3cc(C4CC4)nn3)[C@@H](O)CN2C(=O)c2cccs2)cc1	-16	-0.7	12
COCCNC(=O)c1nn2c(C(F)(F)F)cc(-c3ccccc3)nc2c1Br	-17	1.1	-18
C[C@@H](NC(=O)c1[nH]cnc1C(=O)Nc1ccccc1F)c1ccccc1	16	0.9	2
Cc1nnc(NC(=O)CCC2CCCCC2)s1	-8	-0.5	14
COC(=O)C(c1ccccc1)C(CC(=O)c1ccccc1)c1ccccc1 (configuration not stated)	-4	-1.7	-3
CC(=Nc1ccccc1)C1=C(O)C(Cc2cccc(F)c2)NC1=O (configuration not stated)	-1	-0.6	6
CCCNC(=O)c1cc(S(=O)(=O)N2CCC3(CC2)OCCO3)ccc1F	6	-1.8	14
COc1cccc(N2CCN(C(=O)c3cccc(NC(=O)C4=C(C)OCCS4)c3)CC2)c1	18	0.9	8

Twelve compounds out of the list, ordered by number of heavy atoms, smallest number first:
Compound	PfG6PD inh	MPTP inh	SENP8 block
c1ccc(-c2nnc3oc(-c4cccs4)nn23)cc1	0	-0.8	3
CCN(CC)CCNc1cccc2sc3ccccc3c(=O)c12	-14	0.8	44*
CC(=Nc1ccccc1)C1=C(O)C(Cc2cccc(F)c2)NC1=O (configuration not stated)	-1	-0.6	6
O=C1CC[C@@H](C(=O)N2CSC[C@@H]2C(=O)Nc2ccc(C(F)(F)F)cc2)N1	5	2.7	15
CC1(C)CC(=O)C=C(C(=O)N2CCCC(C(=O)c3cc(F)ccc3F)C2)O1 (configuration not stated)	-4	0.9	-19
CCOc1ccccc1NC(=O)C(OC(=O)c1cnc(C)cn1)c1ccccc1 (configuration not stated)	11	-1.1	14
CN(C)S(=O)(=O)c1cccc(NC(=O)C2CCCN(C(=O)c3ccc(Cl)cc3)C2)c1 (configuration not stated)	1	3.1	0
CC(CN1CCN(CCOCCO)CC1)CN1c2ccccc2Sc2ccc(Cl)cc21 (configuration not stated)	29	-1.5	-18
CCCCN1C(=O)C(CC(=O)NCCc2ccccn2)CC(C(=O)N(C(C)C)C(C)C)=C1C (configuration not stated)	-40	0.6	-1
CCCCCCN1C[C@H](O)[C@@H](n2cc(COC(=O)c3ccccc3)nn2)C[C@@H]1c1ccc(C)cc1	35	0.2	10
CC1=C(C(=O)N2CCOCC2)CC(CC(=O)NCc2cccc3ccccc23)C(=O)N1CCC1=CCCCC1 (configuration not stated)	1	-2.5	12
Cc1ccc(S(=O)(=O)N(C)C[C@H]2Oc3cc(C#Cc4ccccc4)ccc3S(=O)(=O)N([C@H](C)CO)C[C@@H]2C)cc1	17	-0.4	-153

The listing continues.
Compound	PfG6PD inh	MPTP inh	SENP8 block
CN(C(=O)COC(=O)Cc1ccc(Br)cc1)c1c(N)n(Cc2ccccc2)c(=O)[nH]c1=O	-3	0.2	1
COc1ccc(NC(=O)CNc2ccc(OC)c(S(=O)(=O)N3CCOCC3)c2)cc1	5	-1.0	-29
Cc1ccc(S(=O)(=O)N2C[C@H]3n4c(=O)ccc(=O)n4C[C@H](OC(=O)NC4CC4)[C@@]3(O)C2)cc1	4	1.4	18
O=C(Nc1ccnn1C1CCN(Cc2ccc(CO)o2)CC1)c1cccc(F)c1	-13	0.6	2
Cc1nc(SCC(=O)N2CCCC2=O)c2c(C)c(C)sc2n1	17	0.9	11
O=c1ccn2c(n1)SC(c1ccccc1)C2 (configuration not stated)	2	-0.8	20
CCN(CC)C(=O)C1=C(C)N(CCCN2CCCC2=O)C(=O)C(CC(=O)NCCc2ccccn2)C1 (configuration not stated)	-10	-1.1	-13
CSc1ncnc2c1ncn2CCCNCC(c1ccccc1)c1ccccc1	6	-0.3	-31
O=C1NC(=O)C2(N1)C(=O)c1cccc3cccc2c13 (configuration not stated)	-4	-0.9	0
CN(C)c1ccc(Sc2ccc3nc(N)nc(N)c3c2)cc1	19	33	-8
CCN(CC)C(=O)C1=C(C)N(Cc2ccc(F)cc2)C(=O)C(CC(=O)NC(c2ccccc2)c2ccccc2)C1 (configuration not stated)	12	-2.2	3
COc1ccc(N/C(N)=N/c2nc(C)cc(C)n2)cc1	18	-0.6	10
CCN(CC)CCCNC(=O)CNC(=O)c1nn(-c2ccc(OC)cc2OC)c(=O)c2ccccc12	-7	-0.9	6
C[C@@H]1CN([C@@H](C)CO)C(=O)CCCn2cc(nn2)CO[C@H]1CN(C)S(=O)(=O)c1cccc(C#N)c1	21	0.3	3
CCN1C(=O)[C@H]2[C@@H](c3ccc(OC)cc3)N[C@]3(CCCN(Cc4ccc(OC)cc4)C3=O)[C@H]2C1=O	2	-2.2	0
CCc1cccc(NC(=O)COC(=O)c2c(C)nn(-c3ccccc3)c2C)c1	21	0.2	22
CN(C)CCC1(c2ccccc2)CCN(C)C1=O (configuration not stated)	-13	-1.1	12
CCCn1c(=S)[nH]c2cc(C(=O)N3CCN(C)CC3)ccc2c1=O	-2	1.4	9
O=C1NN(c2ccccc2)C(=O)C1=Cc1ccccc1O	36	3.6	-8
COc1ccc(NC(=O)CSc2nnnn2C2CCCC2)cc1S(=O)(=O)N1CCOCC1	8	0.8	18
COc1ccc(S(=O)(=O)N(C)C[C@H]2Oc3ncc(-c4ccncc4)cc3C(=O)N([C@@H](C)CO)C[C@@H]2C)cc1	18	-0.6	9
Cc1ccccc1N1CCN(C2CCCN(C(=O)CSc3ccccn3)C2)CC1 (configuration not stated)	15	-0.7	-39
Cc1nn(-c2ccccc2)c(C)c1C(=O)OCC(=O)Nc1ccccc1Cl	11	-1.1	9
C[C@@H]1CN([C@H](C)CO)C(=O)CCCn2nncc2CO[C@H]1CN(C)Cc1cccc(C(F)(F)F)c1	1	-1.6	10
COc1ccc(-c2ccc(CN3C(C(C)C)C(=O)N(Cc4cn(CC5CCCCC5)nn4)CCS3(=O)=O)cc2)cc1 (configuration not stated)	17	-0.9	7
CCCCCCN1C[C@@H](n2cc(C3CC3)nn2)[C@H](O)C[C@@H]1c1ccccc1	21	0.1	5
COC(=O)C[C@@H]1C[C@@H]2c3cc(NC(=O)NC4CCCCC4)ccc3O[C@@H]2[C@H](CO)O1	0	-0.4	4
O=C(NCCc1ccccc1C(F)(F)F)c1cc(COc2ccccc2)on1	19	3.8	14
COc1ccc(OC)c(-c2cc(C(=O)O)c3cc4ccccc4cc3n2)c1	-11	-1.2	-494
Cc1cccc(C#CC2=CC(=O)CC(C)(C)C2)c1	24	-0.4	14
O=C(CN1CCN(C(=O)CNC(=O)c2ccc(N3CCCC3=O)cc2)CC1)Nc1cccc(F)c1	-27	0.7	22
CNC(=O)c1ccc(CN(C)C(=O)c2cccc(S(=O)(=O)N3CCc4ccccc4C3)c2)cc1	6	0.9	5
O=C1CCCCC1C(O)(C(=O)c1ccccc1)c1ccccc1 (configuration not stated)	-14	-0.9	3
C[C@@H]1CCCCO[C@H](CN(C)S(=O)(=O)c2cccs2)[C@@H](C)CN([C@H](C)CO)C(=O)c2cc(NC(=O)Nc3ccc4c(c3)OCO4)ccc2O1	14	-1.7	6
COc1ccc(CNC(=O)N2[C@H]3CC[C@@H]2C=C(c2ccc(F)cc2OCc2ccccc2)C3)cc1OC	7	-2.4	10
Cc1c(NC(=O)c2cc3ccccc3o2)cccc1-n1cnnn1	17	-1.6	3
Cc1cc(S(=O)(=O)N2CCCCC2CCNC(=O)C(=O)NCCN2CCOCC2)ccc1F (configuration not stated)	-10	-1.6	16
CCCCCCn1c(=O)n2n(c1=O)[C@@H]1CN(S(=O)(=O)c3ccc(C)cc3)C[C@]1(O)[C@@H](OC(=O)NCC1CCCCC1)C2	65*	-0.8	8
COc1cc(NC(=O)CCNC(=O)N2CC(=O)Nc3ccccc32)cc(OC)c1OC	-9	-0.1	11
Cc1cccc(C)c1OCCOC(=O)c1ccc(S(=O)(=O)N2CCCC2)cc1	12	1.6	14
